Source: PubChem BioAssay
T cell HTS – modulators of CD8 T cell-vesicle binding, primary screen, mouse 2C CD8+ T cells, flow cytometry; 2C CD8+ T cell-vesicle binding; active compounds read low; calls only at 7 µM; 330,000 tested, 0.068% active;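 active = response, share of CD8 T cells binding vesicles, and their 90th percentile fluorescence all below set limits, cut at about 80% in these data, passing the limit was not always enough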
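Read-out – percent CD8+ FL2 mean versus row control · System – murine 2C transgenic CD8+ T lymphocytes · Times – 1.5 h cell–vesicle binding at 37 °C, then 20 min icy labelling · Control set – naked vesicles low, QL9 vesicles with vehicle high · Detection – cytometric PE anti-B7-1 and Alexa647 anti-CD8 signals after 1% paraformaldehyde fixation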
MT stabilizer – microtubule stabilizers in HeLa cells, primary screen, imaging, high-content imaging | HeLa tubulin immunostaining HCS, 24 h; share of cells brighter than vehicle mean+2SD | % tubulin-high responders, % at 10 µM | 200,000 tested, 0.83% active | AID 2205, 2009;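 active = plate Z-score above 3 for both tubulin-high and condensed-nucleus cell shares, with cell loss under 80%, at 10 µM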;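 also: anti alpha tubulin signal scored within the nucleus-defined area of each cell; some results filed as inactive read as strong as hits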
bCat nuc transl – modulators of beta-catenin nuclear translocation, primary screen, imaging, HeLa cells, immunofluorescence, high-content | 190,000 tested, 0.3% active | nuclear translocation activity, % at 5 µM | AID 1665, 2009;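 active = nuclear translocation activity above 50% at 5 µM, with a well cell count of 50 or more; inconclusive = wells under 50 cells across six images, flagged as toxic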;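 also: per-cell ratio of nuclear to cytoplasmic median beta-catenin stain intensity; plate controls were DMSO negative control for no effect and GSK-3 inhibitor IX positive control for full effect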
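Test system: human HeLa cells, native beta-catenin. Compound dosing: 5 µM primary single dose, 0.1% DMSO, 0.02–20 µM confirmation series. Incubation: compound exposure 24 h at 37°C. Detection: beta-catenin immunostaining with DAPI counterstain, 20x imaging, 6 fields/well. Read-out basis: Nuclear/cytoplasmic beta-catenin signal ratio, % activation.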
M1AAP inhibition – P. falciparum M1AAP inhibitors, biochemical, fluorogenic H-Leu-NHMec substrate, 1536-well (AID 1445). recombinant M1AAP, H-Leu-NHMec fluorogenic kinetic assay; higher % means a stronger effect. one-dose inhibition, % at 30 µM; IC50 in µM for titrated hits. Aminopeptidase N (Plasmodium falciparum (isolate 3D7)). 220,000 tested, 0.42% active;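 active = primary inhibition above the hit cutoff, then over 50% inhibition at one or more dose response concentrations, cut at about 23% in these data, passing the limit was not always enough; inconclusive = conflicting primary data, or primary hits not chosen for dose response; inactive = low primary inhibition, or under 50% at every dose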;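 also: plate controls were DMSO full reaction for no effect and no enzyme background for full effect; strong numbers were not always called active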
WT yeast gro inh – growth inhibition of WT strain, primary screen, mitochondrial fusion inhibitor project, WT and mutant strains, chemical genetic; mitochondrial fusion phenotypic screen; inhibition, % at 10 µM; 190,000 tested, 2.1% active; AID 1362, 2008; in the data active = inhibition above about 58%; tested in S. cerevisiae
Dynein cargo inh – inhibitors of GR-EGFP nuclear translocation, primary screen, dynein cargo transport inhibitor project, imaging, high-content, 3617.4 mouse cells; test concentration mostly 20 µM; stimulated with dexamethasone, 1 µM; active compounds read low; z-score, hits read low; 220,000 tested, 0.47% active;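 active = plate z-score of nuclear minus cytoplasmic receptor signal below a set negative limit, without overly bright fluorescence or cell loss, cut at about -3.5 in these data, passing the limit was not always enough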;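 also: z-score of nuclear minus cytoplasmic ring GR-EGFP intensity difference per well; some compounds called inactive have numbers as strong as hits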
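medium = tetracycline-free induction medium containing charcoal-stripped FBS | probe or stimulus = dexamethasone, 1.0 µM final | timing = 48 h induction, then 1 h compound, then 30 min agonist, 37 °C | detection = automated 10x imaging of fixed Hoechst-stained cells | read-out basis = nuclear versus cytoplasmic GR-EGFP signal, averaged per well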
Autophagy mod – autophagy modulators in MEF cells, primary screen, imaging, high-content, MEF GFP-LC3; AID 463193, 2010; MEF GFP-LC3 puncta imaging; test concentration mostly 10 µM; calls only at 10 µM (by protocol); 190,000 tested, 0.98% active;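 active = percentage of spot-positive cells more than 3 SD above its plate mean, without a fluorescence outlier flag or 80% toxicity; inconclusive = no clear call, values can overlap the other calls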;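 also: spot-positive cell cutoff set from DMSO-treated cells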
Yfh1-depleted yeast – enhancers of respiration in Yfh1-depleted yeast, dose response, Friedreich's ataxia, plus single-dose screen (AID 1465); S. cerevisiae Yfh1-off respiration, WST-1 reduction, 72 h; higher fold induction means a stronger effect; one-dose fold induction at 50 µM; EC50 in µM for titrated hits; 220,000 tested, 0.074% active;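 active = fold induction of absorbance versus untreated yeast above a set limit, then at least 30% activation at any dose in follow-up; inconclusive = repeats straddling the limit, or above it without dose testing; inactive = fold induction below the set limit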;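 also: activators that raise dye reduction in frataxin-depleted yeast; strong numbers were not always called active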
M17LAP inhibition – P. falciparum M17LAP inhibitors, primary screen, biochemical, fluorogenic H-Leu-NHMec substrate, 1536-well (AID 1619). Leucine aminopeptidase (Plasmodium falciparum (isolate 3D7)). recombinant M17LAP, H-Leu-NHMec fluorogenic kinetic assay; higher % means a stronger effect. inhibition, % at 30 µM, or IC50 in µM where a hit was titrated. 220,000 tested, 0.38% active;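 active = compound inhibiting the enzyme by more than half at any dose during confirmatory dose-response retesting; inconclusive = strong single-dose inhibitors picked by rank but not retested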;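 also: plate controls were full reaction with DMSO carrier for no effect and no enzyme background for full effect; strong numbers were not always called active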
WT yeast gro inh mutant strain – also measured in WT yeast gro inh; calls as there; inhibition, %; mitochondrial fusion phenotypic screen, mutant strain inhibition
Dynein cargo inh cytoplasmic EGFP – second read-out of Dynein cargo inh, no call of its own (marks repeat the call); z-score; measured here: cytoplasmic GR-EGFP intensity; active compounds read high
Dynein cargo inh nuclear GR-EGFP – recorded beside Dynein cargo inh, whose call it bears; z-score; measured here: nuclear GR-EGFP intensity;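 lower value marks the stronger effect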
Dynein cargo inh cell count – second read-out of Dynein cargo inh, no call of its own (marks repeat the call); z-score; measured here: cell count per field
bCat nuc transl cell count 5 µM – further read-out of bCat nuc transl, marked with its call; cell count; measured here: cell count, cytotoxicity flag
T cell HTS vesicle-bound % – also measured in T cell HTS; calls as there; double positive events, %; measured here: CD8+ vesicle-bound cell fraction;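 binding gate set so that unloaded-vesicle control wells show 10% double positive cells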
MT stabilizer Hoechst-high % – recorded beside MT stabilizer, whose call it bears; % Hoechst-high responders; measured here: nuclear condensation Hoechst responders;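 share of cells brighter than vehicle mean plus two SD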
MT stabilizer cytotoxicity % – also measured in MT stabilizer; calls as there; toxicity, %; measured here: cytotoxicity by cell density;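 0% = mean cell density of plate MIN control wells and 100% = no cells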
Autophagy mod cell loss 18 h – also measured in Autophagy mod; calls as there; toxicity, %; measured here: cell loss, nuclei count;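 cell loss after 18 h compound exposure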
* = called active by the depositor; i = inactive; ? = inconclusive; · = no result given; + = active, no number.

Sample of the layout:
SMILES	T cell HTS	T cell HTS vesicle-bound %	MT stabilizer	MT stabilizer Hoechst-high %	MT stabilizer cytotoxicity %	bCat nuc transl	bCat nuc transl cell count 5 µM	M1AAP inhibition	WT yeast gro inh	WT yeast gro inh mutant strain	Dynein cargo inh	Dynein cargo inh cytoplasmic EGFP	Dynein cargo inh nuclear GR-EGFP	Dynein cargo inh cell count	Autophagy mod	Autophagy mod cell loss 18 h	Yfh1-depleted yeast	M17LAP inhibition
CC1NC(C)(C)Cc2c1ccc1ccccc21 (stereo unspecified)	i	24	1.6	1.4	4.4	-0.5	1655	4%	-9	-12	-0.97	-0.17	-0.2	0.78	i	0	i	4%
Cc1[nH]c2ccc(Br)cc2c(=S)c1C/C=C/Cl	i	26	·	·	·	1.2	1219	3%	·	·	0.37	-0.16	0.73	-0.024	·	·	i	6%
C/C(=N\NC(=O)COc1ccccc1)c1cccs1	i	10	2.2	1.4	6.7	3.0	945	8%	-10	5	0.011	-0.21	0.034	0.54	i	-6	i	7%

The whole of this part, from the first entry:
SMILES	T cell HTS	T cell HTS vesicle-bound %	MT stabilizer	MT stabilizer Hoechst-high %	MT stabilizer cytotoxicity %	bCat nuc transl	bCat nuc transl cell count 5 µM	M1AAP inhibition	WT yeast gro inh	WT yeast gro inh mutant strain	Dynein cargo inh	Dynein cargo inh cytoplasmic EGFP	Dynein cargo inh nuclear GR-EGFP	Dynein cargo inh cell count	Autophagy mod	Autophagy mod cell loss 18 h	Yfh1-depleted yeast	M17LAP inhibition
CC1NC(C)(C)Cc2c1ccc1ccccc21 (stereo unspecified)	i	24	1.6	1.4	4.4	-0.5	1655	4%	-9	-12	-0.97	-0.17	-0.2	0.78	i	0	i	4%
Cc1[nH]c2ccc(Br)cc2c(=S)c1C/C=C/Cl	i	26	·	·	·	1.2	1219	3%	·	·	0.37	-0.16	0.73	-0.024	·	·	i	6%
C/C(=N\NC(=O)COc1ccccc1)c1cccs1	i	10	2.2	1.4	6.7	3.0	945	8%	-10	5	0.011	-0.21	0.034	0.54	i	-6	i	7%
O=C1NC(c2cccc(Cl)c2)Nc2ccccc21 (stereo unspecified)	i	34	5.3	4.3	2.8	1.9	1545	5%	1	3	0.16	-0.24	0.18	-0.035	i	1	i	-24%
Cn1c(=O)c(=O)n(C)c2cc(S(=O)(=O)N3CCN(c4cccc(C(F)(F)F)c4)CC3)ccc21	i	60	1.3	1.4	3.4	·	·	6%	-3	13	-1.1	-0.2	-0.19	-0.54	i	-2	i	-2%
CCc1ccc(CN(C)CC(=O)Nc2ccc3c(c2)CCC3)cc1	i	33	2.9	2.1	12	-0.7	1134	2%	52	-2	0.76	-0.24	0.28	-1.9	i	0	i	-2%
O=C(Cc1nnc(NC(=O)Nc2ccc(F)cc2)s1)NCc1ccccc1	i	3	·	·	·	1.2	1247	1%	·	·	-0.011	-0.26	0.44	0.53	·	·	i	0%
O=C(O)/C=C/C(=O)NNC(=O)c1ccc(Cl)cc1Cl	i	23	1.3	2.4	5.9	0.7	1605	10%	4	0	-0.6	-0.15	-0.43	-0.036	i	-13	i	14%
COc1ccc(CC(=O)Nc2ccc(C(=O)NC(C)(C)C)cc2)cc1OC	i	34	3.6	2.9	8.3	-0.1	1537	4%	0	15	-0.31	-0.3	0.16	0.24	i	2	i	4%
CCCn1c(CNc2ccccc2O)nc2ccccc21	i	8	2.0	3.2	7.9	9.3	1104	1%	55	38	0.49	0.044	0.27	-1.1	i	-6	i	6%
Cc1ccc2c(c1)NC(=O)C(CC(=O)NCCCN1CCN(C3CCCCC3)CC1)O2 (stereo unspecified)	·	·	2.9	1.9	8.4	1.5	1001	-2%	-5	-6	-0.32	-0.032	0.085	0.37	i	-6	i	9%
Cc1cc2cc(CNS(=O)(=O)N(C)C)ccc2[nH]1	i	6	2.9	1.9	5.0	-2.8	1199	5%	16	-3	-0.52	-0.2	-0.06	0.38	i	-7	i	4%
Cc1ccc(C(=O)Nc2nc(=O)n(C(=O)C3CC3)s2)cc1	i	9	1.0	2.2	10	0.7	1112	5%	-4	-6	-0.93	-0.098	-0.79	0.6	i	23	i	19µM*
COc1ccc2c(C)cc(SCC(=O)Nc3ncc(Cl)cc3Cl)nc2c1	i	40	7.3	3.4	4.3	1.4	1130	0%	10	9	-0.12	0.65	0.35	0.44	i	11	i	-3%
Cc1ccc(NC(=O)C2CCCO2)cc1[N+](=O)[O-] (stereo unspecified)	i	3	3.5	2.5	14	-2.6	1131	0%	2	5	0.25	-0.27	0.026	0.28	i	10	i	12%
COc1cc(C2CC(=O)N(CC(=O)NCc3ccco3)c3ccccc3S2)cc(OC)c1OC (stereo unspecified)	i	40	4.9	2.1	3.7	-2.2	1077	8%	3	-15	-0.52	-0.21	-0.049	0.97	i	11	i	5%
Cc1ccc(N2C(=O)c3ccc(C(=O)N4CCN(c5cccc(C)c5C)CC4)cc3C2=O)cc1	i	30	3.9	2.1	1.9	-2.0	1129	1%	13	-5	-0.43	-0.22	0.047	-1.1	i	-5	i	10%
CN(C1=C(NC(=O)c2ccccc2)C(=O)c2ccccc2C1=O)C1CCS(=O)(=O)C1 (stereo unspecified)	i	61	2.7	2.6	3.1	2.3	1069	?	-1	15	-2.5	0.27	-0.8	-0.39	i	7	i	11%
Cn1c(=O)c2[nH]c(CN3CCN(Cc4ccccc4)CC3)nc2n(C)c1=O	i	20	2.5	1.1	7.3	-0.6	1122	2%	3	-1	0.11	-0.34	0.24	0.4	i	-2	i	7%
COCCCN(C(=S)NC(=O)C(C)(C)C)c1c(N)n(Cc2ccccc2)c(=O)[nH]c1=O	i	44	·	·	·	-2.2	1125	1%	·	·	0.63	-0.28	-0.045	0.6	·	·	i	2%
Cc1cc(C(=O)COC(=O)C2=COCCO2)c(C)n1-c1ccc2c(c1)OCO2	i	48	3.8	1.4	0.6	2.1	1101	-1%	0	16	-0.78	-0.21	-0.29	0.69	i	-14	i	7%
c1ccc(OCCn2cnc3ccccc32)cc1	i	42	3.5	2.6	3.5	1.3	961	8%	10	2	-1.1	-0.2	-0.78	0.67	i	-3	i	15%
FC(F)(F)c1ccc2nnc(-c3c(Cl)cccc3Cl)n2c1	i	27	3.1	2.7	10	-1.1	1343	-5%	0	-10	0.32	-0.26	-0.71	0.88	i	3	i	2%
C/C(CCc1ccccc1)=N\NC(=O)c1ccccc1	i	27	2.0	3.0	1.4	-1.9	579	8%	-10	-5	0.036	-0.18	-0.25	-0.097	i	5	i	14%
CCN1CC=C2C(C1)C(c1ccc(Cl)s1)C(C#N)=C(N)C2(C#N)C#N (stereo unspecified)	i	51	7.0	4.3	6.5	-3.9	1055	11%	42	-29	-4.6	30	1.4	0.61	+	8.7*	·	-36%
Cc1cccc(NC(=O)c2ccc([N+](=O)[O-])s2)c1C	i	49	2.5	4.0	8.4	-1.7	1136	3%	5	20	-0.29	-0.2	-0.13	0.95	i	15	i	5%
O=C(Nc1ccccc1Cc1ccccc1)c1ccc2c(c1)SC1=NS(=O)(=O)CCN12	i	17	2.2	3.1	7.0	0.1	933	3%	-15	3	-0.49	0.083	-0.45	0.77	i	6	i	2%
Cc1nc(SCC(=O)Nc2cc(C)on2)c2c3c(sc2n1)CCCC3	i	18	5.4	3.9	3.3	·	·	4%	21	31	-1.4	-0.13	-0.59	1.2	i	5	i	1%
CS(=O)(=O)N1N=C(c2cccs2)CC1c1ccc(F)cc1 (stereo unspecified)	i	35	·	·	·	-1.7	1338	4%	·	·	-0.3	-0.27	-0.19	0.78	·	·	i	11%
